# Screening results from PubChem BioAssay.
# AmpC inh detg: qHTS Inhibitors of AmpC Beta-Lactamase (assay with detergent) | hit rate 0.041% among 370,000 | Potency, µM (highest dose often 114 µM), for inactives: top-dose activity change, negative = inhibition, usual class: inhibitors | AmpC hydrolysis of nitrocefin, absorbance 480 nm, 0.01% Triton;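 note: potency is the fitted concentration of half-maximal effect; 0% = no-compound wells and -100% = no-enzyme wells; nearly all actives have a fitted effect of over 25% in size; some results filed as inactive show a strong effect at the top dose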
# Target sequence (P00811 whole entry, looked up): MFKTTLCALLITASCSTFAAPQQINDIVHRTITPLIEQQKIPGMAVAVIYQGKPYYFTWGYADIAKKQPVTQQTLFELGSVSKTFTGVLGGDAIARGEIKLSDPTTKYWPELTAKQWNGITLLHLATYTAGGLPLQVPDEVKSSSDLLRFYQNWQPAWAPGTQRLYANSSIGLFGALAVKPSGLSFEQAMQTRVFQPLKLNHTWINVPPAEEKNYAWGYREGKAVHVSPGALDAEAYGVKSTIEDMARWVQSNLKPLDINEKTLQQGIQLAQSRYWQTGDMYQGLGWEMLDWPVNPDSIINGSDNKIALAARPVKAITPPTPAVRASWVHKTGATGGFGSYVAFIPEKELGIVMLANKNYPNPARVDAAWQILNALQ
#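 20 mM phosphate pH 7.0 + 0.01% (detergent screen) or 0.0001% Triton X-100; 5.3 nM AmpC reagent; cpd preinc 15 min RT; nitrocefin (800 uM stock) to start; A480 q20 s × 4 min; Activity was normalised to no-enzyme and no-compound control wells.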
# Sm TGR inh: qHTS Assay for the Inhibitors of Schistosoma Mansoni Peroxiredoxins. Schistosoma mansoni thioredoxin glutathione reductase (TGR), Q962Y6. purified TGR, DTNB reduction, TNB absorbance 405 nm. Potency, µM (series often up to 114 µM), without a hit: at the top dose activity change, negative = inhibition, usual class: inhibitors. hit rate 3% among 360,000. AID 485364, 2010; note: potency is the fitted concentration of half-maximal effect; nearly all actives have a fitted effect of over 60% in size
#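 TGR 20 nM + NADPH 100 uM (dispensed conc.), cpd preinc 15 min RT; start with NADPH (500 uM addition) then DTNB (15 mM addition). Kinetic TNB absorbance, 405 nm filter. Four-parameter Hill fit across titration.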
# HCMV antiviral: qHTS Assay for inhibitors of the human cytomegalovirus (HCMV); AID 1259415, 2018; activity change, negative = inhibition, % at 57.5 µM; hit rate 4.5% among 410,000; HFF cells, HCMV-luciferase reporter, 72 h; active compounds read low; in the data active = activity change below about -60%; inconclusive = no clear call, values can overlap the other calls; inactive = above about -39%
#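 Two-dose cell screen: HFF monolayers treated with compounds and infected with luciferase-expressing HCMV at 1 PFU/cell, 72 h at 37C, then lysed for luciferase measurement.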
# AMA1-RON2 inh: qHTS for Inhibitors of AMA1-RON; Towards Development of Antimalarial Drug Lead: Primary Screen. Plasmodium falciparum AMA1 (3D7) - RON2 peptide interaction. AlphaScreen AMA1-biotinylated RON2 peptide binding. Potency, µM (highest dose often 58.2 µM), without a hit: top-dose activity change, negative = inhibition, usual class: inhibitors. hit rate 0.2% among 360,000. AID 720542, 2013;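 note: potency is the fitted concentration of half-maximal effect; 0% = vehicle wells and -100% = peptide control; nearly all actives have a fitted effect of over 45% in size; some results filed as inactive show a strong effect at the top dose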
#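 AMA1 (3D7) with his tag at 25 nM final met compounds first, then biotinylated RON2 peptide at 25 nM; detection used donor plus acceptor beads, 10 µg/mL apiece, read by AlphaScreen after 30 min at room temperature.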
# Giardia FBPA inh: qHTS Assay for Inhibitors of Fructose-1,6-bisphosphate Aldolase from Giardia Lamblia. A8B2U2. purified Giardia FBPA. Potency, µM (top dose mostly 59.6 µM), for the others: at the highest dose activity, negative = inhibition, most hits filed as inhibitors. hit rate 0.71% among 290,000. AID 2451, 2010; note: potency is the fitted concentration of half-maximal effect; nearly all actives have a fitted effect of over 55% in size
# Target sequence (A8B2U2 whole entry, looked up): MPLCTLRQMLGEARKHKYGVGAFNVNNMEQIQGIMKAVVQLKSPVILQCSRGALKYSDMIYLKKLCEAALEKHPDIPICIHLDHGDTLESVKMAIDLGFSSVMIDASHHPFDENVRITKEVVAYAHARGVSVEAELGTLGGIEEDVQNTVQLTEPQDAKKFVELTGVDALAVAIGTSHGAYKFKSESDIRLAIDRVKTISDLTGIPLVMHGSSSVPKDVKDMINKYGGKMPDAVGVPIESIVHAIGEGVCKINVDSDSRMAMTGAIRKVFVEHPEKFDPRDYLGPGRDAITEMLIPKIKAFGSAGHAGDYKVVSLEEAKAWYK
#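 Giardia FBPA (40 nM reagent) was preincubated 10 min at RT with compound (up to 57.5 uM final), then substrate plus GAPDH/TPI/NAD/arsenate coupling system with diaphorase/resazurin was added; resorufin fluorescence (525/598 nm) was read after 20 min.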
# HCV inhibitor: qHTS Assay for Inhibitors of Hepatitis C Virus (HCV). Huh7.5.1 HCVcc-Cre infection, luciferase reporter, 44 h. Potency, µM (doses to about 41.8 µM), inactives show at the highest dose activity change, negative = inhibition, most hits filed as inhibitors. hit rate 3.4% among 340,000; note: potency is the fitted concentration of half-maximal effect
#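 Cells seeded at 1,000/well and cultured 4 h, then compounds added followed by HCVcc-Cre virus (~0.5 moi). After 44 h further culture, luciferase substrate was added, plates held 15 min at room temperature, and luminescence read for 15 sec.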
# Starred values were filed as active, the others as inactive; ? = inconclusive; . = no result given; [ ] = another dose, or the depositor's remark. Unless noted, calls come from the whole dose curve; as a rule, active = well fitted curve in the direction sought with a large enough effect; inconclusive = small, poorly fitted or top-dose-only effect, or another doubt; inactive = no such curve, though single readings can be large; an effect the other way counts as inactive or inconclusive. Unless noted, % is set by controls: 0 for no effect and ±100 for the full control effect. Rows were taken by chance; any-hit rate near 9.3%.
SMILES,AmpC inh detg,Sm TGR inh,HCMV antiviral,AMA1-RON2 inh,Giardia FBPA inh,HCV inhibitor
COCCNc1oc(-c2ccc(OC)cc2)nc1C#N,14%,-3%,60,.,.,.
Cc1ccnc(N2CCC(C(=O)NNC(=O)COc3cccc4ccccc34)CC2)n1,-12%,5%,-4,?,4%,-6%
CCOc1ccc(N(CC)C(=O)COc2cc(=O)n(CC)c3ccccc23)cc1,-9%,-13%,-95*,-11%,-2%,?
COc1ccc(NC(=O)Cn2nnc(C(=O)NCc3ccc4c(c3)OCO4)c2N)c(OC)c1,2%,-2%,-30,-15%,-3%,-19%
Cc1ccc(-c2nc(SC(C)C(=O)c3c(N)n(C)c(=O)n(C)c3=O)n[nH]2)cc1 (configuration not stated),-3%,-15%,-39,-11%,.,-6%
COc1ccc(N2CCN(CCCNC(=O)c3nnc(Cc4ccc(F)cc4)o3)CC2)cc1,6%,-10%,-23,.,.,.
CC1CCCN(C(=O)Cc2cccc3ccccc23)C1 (configuration not stated),1%,-1%,60,-6%,7%,-4%
Cc1onc(-c2ccccc2)c1C(=O)Nc1ccc(S(=O)(=O)Nc2nccs2)cc1,-2%,-2%,-26,-2%,18%,-1%
CC/C(=N\NC(C)=O)c1ccc(OC(F)F)cc1,-1%,10%,.,.,2%,.
COc1ccccc1-n1c(=O)[nH]c2c(C(N)=O)nc(-c3cccnc3)nc21,11%,7%,-22,-8%,-11%,3%
CC1CCN(S(=O)(=O)c2cc(C(=O)NCc3ccccc3)n(C)c2)CC1,4%,2%,-81*,.,.,.
CCc1cccc(C)c1NC(=O)c1cnn(-c2ccc(OC)cc2)c1C1CCN(C(=O)OC(C)(C)C)CC1,20%,2%,?,.,.,.
CSc1ncc(C(=O)O)c(C)n1,-7%,6%,17,-5%,8%,19%
COCCN(C(=S)Nc1ccc(OC)c(Cl)c1)C1CCN(C(C)C)CC1,5%,3%,?,-7%,11µM*,?
COc1cccc(OC)c1OCC(O)CN1CCN(c2ccccc2F)CC1 (configuration not stated),1%,0%,?,9%,0%,1%
Fc1ccc(CN2CCC(Cc3ccccc3)CC2)cc1F,?,-10%,-28,-18%,-23%,4%
CC1(C)Cc2cccc(OCC(=O)Nc3cccnc3)c2O1,-9%,27%,38,4%,7%,?
Clc1ccc(Cn2ncc3c(NCc4ccccc4)ncnc32)cc1,2%,4%,-30,17%,-3%,?
Cc1ccc(C(=O)NC2CCN(CC(=O)Nc3ccccc3Cl)CC2)cc1,-15%,1%,-28,-9%,3%,10%
CC(C)C(C(=O)Nc1cccnc1)N1C(=O)c2ccccc2C1=O (configuration not stated),-14%,0%,-9,-1%,3%,15%
Cc1cc2nccc(-c3ccc(OCCCF)cc3)n2n1,-16%,1%,-61*,26%,11%,?
CC(C)Oc1c(N2CCOCC2)c(=O)c1=O,-6%,3%,9,-3%,6%,-1%
Clc1cccc(-c2nc3nc4ccccc4nc3n2Cc2ccccc2)c1,0%,1%,-12,-14%,8%,?
O=C(/C=C/c1cccc([N+](=O)[O-])c1)NCc1ccc2c(c1)OCO2,?,-2%,-38,-16%,3%,?
O=C(NCc1ccccc1)c1c[nH]c2ccccc2c1=O,-6%,?,-22,-1%,7%,4%
Cc1cc(C(=O)Nc2ccccc2[N+](=O)[O-])cs1,4%,-25%,-24,-15%,.,-5%
Cc1ccc2c(c1)N(CC(=O)Nc1nccs1)C(=O)CO2,0%,2%,-6,-6%,.,5%
O=C1CCCN1CC(=O)N1CCCC(Nc2cccc(F)c2)C1 (configuration not stated),-11%,-5%,-27,-2%,-8%,17%
Nc1c(N(CCC2=CCCCC2)C(=O)c2ccco2)c(=O)[nH]c(=O)n1Cc1ccccc1,3%,1%,-30,-2%,.,7%
C/C(=N\N1CCN(Cc2ccccc2Cl)CC1)c1ccc([N+](=O)[O-])cc1,5%,-23%,2,-26%,0%,?
O=C(Cc1ccccc1)N1CCC(O)(c2cccnc2)CC1,0%,13%,-4,10%,4%,4%
S=C(NCc1ccco1)NCc1ccco1,.,.,-38,14%,.,18%
O=C(NCC1OCCc2ccccc21)c1ccc(NC(=O)c2ccc(Cl)cc2Cl)cc1 (configuration not stated),?,0%,-8,4%,1%,?
Cc1c2cnn(-c3ccccc3)c(=O)c2c(C)n1CCCC(=O)N1CCN(c2ncccn2)CC1,-13%,?,-5,-3%,-11%,?
CCN(CC)S(=O)(=O)c1ccc2c(c1)nc(SC(C)C(=O)NCC1CCCO1)n2CC (configuration not stated),6%,5%,-9,-9%,.,-9%
CCOn1c(=O)c(-c2ccc(OC)c(OC)c2)[n+]([O-])c2ccccc21,-15%,-21%,-19,-26%,-4%,13%
O=S(=O)(c1cccc(Br)c1)N1CCN(c2ccnc3cc(Cl)ccc23)CC1,-8%,-1%,?,-17%,.,?
CC(C)Oc1ccc(C2(C#N)CC[N+](C)(C)CC2)cc1,-9%,-2%,8,26%,9%,-5%
CCOC(=O)C1CCCN(C(=S)Nc2cc(C)cc(C)c2)C1 (configuration not stated),-2%,0%,-15,-8%,-8%,-4%
COC(=O)C(NC(=O)c1ccco1)(Nc1nc(C)cs1)C(F)(F)F (configuration not stated),0%,59%[activator],6,0%,-5%,16%

# 4 compounds from above with just AMA1-RON2 inh and Giardia FBPA inh.
Structure	AMA1-RON2 inh	Giardia FBPA inh
Clc1cccc(-c2nc3nc4ccccc4nc3n2Cc2ccccc2)c1	-14%	8%
O=C(NCc1ccccc1)c1c[nH]c2ccccc2c1=O	-1%	7%
CC(C)Oc1ccc(C2(C#N)CC[N+](C)(C)CC2)cc1	26%	9%
COc1cccc(OC)c1OCC(O)CN1CCN(c2ccccc2F)CC1 (configuration not stated)	9%	0%

# As entered above:
# Reading of CC(C)Oc1ccc(C2(C#N)CC[N+](C)(C)CC2)cc1 under HCMV antiviral: 8
# Reading of CCOn1c(=O)c(-c2ccc(OC)c(OC)c2)[n+]([O-])c2ccccc21 under Sm TGR inh: -21%
# Reading of Cc1c2cnn(-c3ccccc3)c(=O)c2c(C)n1CCCC(=O)N1CCN(c2ncccn2)CC1 under AMA1-RON2 inh: -3%

# Part of the list above in order of molar mass, low to high:
SMILES,AmpC inh detg,Sm TGR inh,HCMV antiviral,AMA1-RON2 inh,Giardia FBPA inh,HCV inhibitor
CC/C(=N\NC(C)=O)c1ccc(OC(F)F)cc1,-1%,10%,.,.,2%,.
CC(C)C(C(=O)Nc1cccnc1)N1C(=O)c2ccccc2C1=O (configuration not stated),-14%,0%,-9,-1%,3%,15%
O=C(/C=C/c1cccc([N+](=O)[O-])c1)NCc1ccc2c(c1)OCO2,?,-2%,-38,-16%,3%,?
Cc1c2cnn(-c3ccccc3)c(=O)c2c(C)n1CCCC(=O)N1CCN(c2ncccn2)CC1,-13%,?,-5,-3%,-11%,?

# Back to the main list with the 2 entries that preceded the break.
SMILES,AmpC inh detg,Sm TGR inh,HCMV antiviral,AMA1-RON2 inh,Giardia FBPA inh,HCV inhibitor
CCOC(=O)C1CCCN(C(=S)Nc2cc(C)cc(C)c2)C1 (configuration not stated),-2%,0%,-15,-8%,-8%,-4%
COC(=O)C(NC(=O)c1ccco1)(Nc1nc(C)cs1)C(F)(F)F (configuration not stated),0%,59%[activator],6,0%,-5%,16%
CN(Cc1ccccc1)Cc1nc2c(c(=O)n(C)c(=O)n2C)n1CCc1ccccc1,.,.,-39,-3%,.,35µM*
O=S(=O)(c1ccccc1)N1CCN(c2ncnc3sc(-c4ccccc4)cc23)CC1,?,-12%,-15,-20%,7%,9%
COCc1cc(C)nc(Sc2nc3c(c(=O)n(C)c(=O)n3C)n2C)c1C#N,-4%,?,24,-1%,8%,-10%
CC1(C)Cc2nc(-c3ccccc3)nc(SCC(=O)N3CCOCC3)c2CO1,?,14%,-28,-3%,.,17%
CC(=O)Nc1ccc(NC(=O)c2ccc3c(c2)CCN3S(=O)(=O)c2ccc(Cl)cc2)cc1,-8%,1%,-33,.,.,.
Cc1ccc2oc(=O)c3cnn(CC(=O)Nc4cccc(C(F)(F)F)c4)c3c2c1,0%,-11%,-5,.,.,.
COc1ccc(Cl)cc1-c1n[nH]c(=S)n1C,7%,3%,98,35%[activator],-6%,8%
COC(=O)c1ccc(S(=O)(=O)N2CCCC2)o1,-3%,-10%,28,-7%,8%,24%
c1ccc(COc2cccc(CN3CCc4ccccc4C3)c2)cc1,2%,9%,30,-1%,-25%,5%
CCCCNC(=O)c1ccc(/C=C2\Oc3ccccc3N(C)C2=O)cc1,6%,2%,0,6%,8%,-12%
O=C(Nc1nccs1)c1cccc(S(=O)(=O)N2CCOCC2)c1,?,-10%,-15,20%,-4%,12%
CCc1cccc(C)c1NC(=O)COCc1cc(-c2ccc3c(c2)OCO3)on1,-7%,-2%,-26,.,.,.
CCOP(=O)(OCC)C(NC(=O)/C=C/c1ccc(OC)cc1)c1ccccc1 (configuration not stated),?,2%,2,5%,-2%,2%
